# Bioassay records deposited in PubChem by several laboratories.
# RSV CPE inhibition – RSV antiviral activity via CPE protection, HEp-2 cells, primary 10 µM value included (AID 2391) | HEp-2 cells, RSV-induced CPE inhibition; higher % means a stronger effect | one-dose CPE inhibition, % at 10 µM; IC50 in µM for titrated hits | 0.13% of 310,000 active; in the data active means a potency from the dose series; inconclusive means CPE inhibition mostly from about 23% at the one dose, without a potency; inactive means the rest, 99 in 100 with CPE inhibition below about 21%; further: strong numbers were not always called active
# Salmonella PhoP GFP – inhibitors of PhoP regulon expression, primary screen, Salmonella Typhimurium, GFP reporter (AID 1863); S. Typhimurium PhoP-regulated promoter GFP reporter, 4 h; higher % means a stronger effect; 0.16% of 300,000 active; inhibition, % at 50 µM, or IC50 in µM where a hit was titrated;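 active means inhibition over 29.93%, a cutoff 3 SD above the screen mean, later confirmed by dose response; inconclusive means inhibition over 29.93% but no dose response follow-up; inactive means inhibition at most 29.93% or unconfirmed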;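 further: 0% = low Mg2+ inducing control and 100% = high Mg2+ repressing control; strong numbers were not always called active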
# Large T inhibition – SV40 large T antigen inhibitors, biochemical (AID 1903) | SV40 large T antigen ATPase/helicase inhibition assay; higher % means a stronger effect | one-dose inhibition, % at 20 µM; IC50 in µM for titrated hits | 0.39% of 310,000 active; in the data active means a potency from the dose series; inconclusive means inhibition mostly from about 32% at the one dose, without a potency; inactive means the rest, 99 in 100 with inhibition below about 32%; further: strong numbers were not always called active
# MgcRacGAP inhibition – MgcRacGAP GTPase-activating activity inhibitors, confirmation, biochemical, ADP Hunter fluorescence | Rac GTPase-activating protein 1 (Homo sapiens) | MgcRacGAP-stimulated Rac1 GTP hydrolysis, ADP Hunter fluorescence; higher % means a stronger effect; GST-tagged Rac1 F28L mutant substrate | inhibition, % at 30 µM, or IC50 in µM where a hit was titrated | 0.6% of 340,000 active;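 active means first-screen hits whose inhibition reached a set limit at any dose in the follow-up dose series; inconclusive means inhibition above the set first-screen limit but never retested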;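 further: fluorescence reports GDP produced by GAP-driven GTP hydrolysis; strong numbers were not always called active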
# TNAP activators – human TNAP enzyme activators, primary screen, biochemical, luminescent, no phosphate acceptor, uHTS (AID 1001) | Alkaline phosphatase, tissue-nonspecific isozyme (Homo sapiens) | activation fold at 20 µM; hits with a dose series show EC50 in µM | 0.03% of 200,000 active | purified TNAP, luminescent activation assay, no phosphate acceptor; higher activation fold means a stronger effect; in the data active means activation fold from about 3, or a potency from the dose series; inactive means the rest, 99 in 100 with activation fold below about 1.6; further: many of its hits are not listed in these tables
# Myeloid diff MLP – induction of myeloid progenitor differentiation, primary screen, cell-based, flow cytometry, MLPCN library. ER-HoxA9 myeloid progenitors, lysozyme-GFP differentiation. calls only at 10 µM. 1% of 360,000 active. AID 624256, 2012;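 active means normalized GFP-positive differentiation at or above the plate's own cutoff, the solvent-only control mean plus 3 SD; inconclusive means no clear call, values can overlap the other calls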;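 further: cells exposed to compound for four days before flow analysis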
# T cell HTS – modulators of CD8 T cell-vesicle binding, primary screen, mouse 2C CD8+ T cells, flow cytometry | 2C CD8+ T cell-vesicle binding; hits give low values | calls only at 7 µM | 0.068% of 330,000 active;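 active means response, share of CD8 T cells binding vesicles, and their 90th percentile fluorescence all below set limits, cut at about 80% in these data, passing the limit was not always enough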
#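 Material: 2C TCR transgenic mouse naive CD8+ T cells, MACS-purified. Also added: QL9-charged Drosophila Ld/ICAM-1/B7-1 vesicles. Timing: binding 1.5 h at 37 °C. Measured by: high-throughput flow cytometry with anti-B7-1 and anti-CD8 staining. Read-out: percent CD8+ FL2 mean versus row control. Controls: Unloaded micro-vesicles (low), QL9 vesicles with 0.7% DMSO (high).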
# NTR1 ag – agonists of NTR1, primary screen, imaging, U2OS cells, beta-arrestin-GFP, high content (AID 493036); Neurotensin receptor type 1 (Homo sapiens), P30989; NTR1-U2OS beta-arrestin-GFP spot imaging, agonist mode; activation, % at 20 µM; 0.17% of 330,000 active;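 active means activation at or above 40% of the spot to cytoplasm intensity ratio, with at least 20 cells analyzed; inconclusive means wells under 20 cells, flagged as cytotoxic or low count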;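 further: 0% = DMSO without peptide and 100% = 100 nM NTR1 peptide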
# Target sequence (P30989 whole entry, looked up): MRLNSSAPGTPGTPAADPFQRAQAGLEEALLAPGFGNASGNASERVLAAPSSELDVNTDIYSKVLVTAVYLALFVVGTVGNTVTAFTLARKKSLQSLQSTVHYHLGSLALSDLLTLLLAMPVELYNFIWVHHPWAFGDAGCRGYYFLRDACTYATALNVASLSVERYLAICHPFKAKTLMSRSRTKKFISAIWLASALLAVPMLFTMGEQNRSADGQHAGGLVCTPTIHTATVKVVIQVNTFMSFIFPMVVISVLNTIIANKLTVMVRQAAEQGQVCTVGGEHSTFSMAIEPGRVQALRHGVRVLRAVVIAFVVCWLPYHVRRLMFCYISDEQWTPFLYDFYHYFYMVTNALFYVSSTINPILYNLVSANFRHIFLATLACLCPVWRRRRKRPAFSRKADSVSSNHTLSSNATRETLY
# UTI89 phage lysis – inhibition of K1F phage lysis, E. coli UTI89, bacterial capsule biogenesis inhibitors, alamar blue (AID 488966); E. coli UTI89 K1F phage lysis, alamar blue, 2 h; higher % means a stronger effect; inhibition, % at 100 µM; hits with a dose series show IC50 in µM; 0.02% of 340,000 active;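 active means phage lysis inhibition, versus mean bacterial control, above a set limit; inconclusive means no clear call, values can overlap the other calls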;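 further: capsule biogenesis inhibitors block K1F phage lysis so surviving cells raise fluorescence; higher fluorescence means more inhibition of phage lysis; actives were called in the ten point dose series up to 300 µM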
# T cell HTS vesicle-bound % – recorded beside T cell HTS, whose call it bears; double positive events, %; measured here: CD8+ vesicle-bound cell fraction;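 binding gate set so that unloaded-vesicle control wells show 10% double positive cells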
# NTR1 ag cell count 20 µM – further read-out of NTR1 ag, marked with its call; cell count; measured here: cell count, cytotoxicity flag
# Myeloid diff MLP GFP+ MAC1+ % – recorded beside Myeloid diff MLP, whose call it bears; GFP+ MAC1+ double positive, %; measured here: differentiation confirmed by MAC1 staining
# Numbers without * were called inactive; i = inactive; ? = inconclusive; . = not tested or not shown; [ ] = another dose, or the depositor's remark. Compounds were not picked by outcome; 2.3% or so of the library scored in one or more.
compound	RSV CPE inhibition	Salmonella PhoP GFP	Large T inhibition	MgcRacGAP inhibition	TNAP activators	Myeloid diff MLP	Myeloid diff MLP GFP+ MAC1+ %	T cell HTS	T cell HTS vesicle-bound %	NTR1 ag	NTR1 ag cell count 20 µM	UTI89 phage lysis
O=C(Nc1nnc(C2CC2)s1)C1Cc2ccccc2CN1C(=O)c1ccco1 (stereo not given)	2.0%	3%	13%	7%	1.1	i	0.3	i	38	-0.1	64	-0.2%
CCOC(=O)N1CCC(NC(=O)c2ccc(NC(=O)C3CCCO3)cc2)CC1 (stereo not given)	1.4%	-3%	.	5%	1	i	0.8	i	4	-1.2	86	0.2%
Cc1cccc(C(=O)OCC(=O)N(C)C(c2ccccc2)c2ccccc2)c1[N+](=O)[O-]	1.4%	.	.	5%	.	i	1.1	i	23	5.1	70	0.4%[50 µM]
Cc1cc(C(=O)CSc2nnc(-c3ccc(F)cc3)o2)c(C)n1CC1CCCO1 (stereo not given)	-0.8%	-9%	12%	6%	1	i	0.7	i	38	9.8	46	-0.4%
CC(C)c1ccc(N(CC(=O)N2CCOCC2)S(C)(=O)=O)cc1	0.6%	-5%	9%	4%	.	i	0.5	i	47	-0.1	53	0.5%
O=C(O)c1ccc(CSc2nnc(-c3ccncc3)n2-c2ccc(Br)cc2)cc1	0.4%	-5%	2%	1%	1.1	i	0.2	i	64	-0.6	30	-0.5%
Cc1ccnc(NC(=O)CN2C(=O)NC(C)(c3ccc4ccccc4c3)C2=O)c1 (stereo not given)	.	.	.	0%	.	i	0.6	.	.	-0.8	61	0.4%[50 µM]
O=C(CCCn1c(=O)c2sccc2n(CC(=O)OCc2ccccc2)c1=O)NCc1ccco1	-0.9%	-1%	8%	7%	1.1	i	4.6	i	15	0.3	61	2.8%
O=C(N/C(=C/c1ccccc1)C(=O)N1CCCCC1)c1ccco1	0.1%	7%	0%	3%	.	i	2.4	i	61	-0.1	76	0.2%
Clc1nc(CN2CCCCC2)nc2sc3c(c12)CCC3	2.0%	-9%	3%	16%	1	i	0.1	i	45	6.2	38	0.2%
CCOC(=O)CC1=C(C(=O)OCC)C(c2ccc(C)o2)C(C#N)=C(N)O1 (stereo not given)	1.5%	-21%	13%	2%	1.1	i	0.8	i	32	1.4	63	0.4%
Oc1ccc2ccccc2c1CNc1ccc(Br)cn1	2.8%	-6%	5%	13%	.	i	0.7	i	14	4.6	50	0.0%
Cc1cccc(NC(=O)CN2C(=O)CCS(=O)(=O)c3ccccc32)c1C	1.0%	1%	12%	-2%	.	i	4.0	i	44	1.3	66	-0.4%
Cc1cccc(Oc2coc3cc(OC(=O)c4cccs4)ccc3c2=O)c1	1.4%	-1%	-1%	-3%	1.1	i	0.0	i	46	0.2	50	3.9%
Cc1ccc(C(C)C)c(OCC#CCN2CCOCC2)c1	-0.5%	-5%	27%	31%	.	i	0.6	i	50	0.6	47	0.0%
Cc1noc(C(=O)N2CC3(C)CC2CC(C)(C)C3)c1Cl (stereo not given)	1.8%	-3%	0%	-1%	1	i	2.5	i	33	-3.4	64	0.2%
O=C(CSc1nc2cc(Cl)ccc2o1)Nc1ccc(N2CCOCC2)cc1	2.6%	-8%	4%	12%	1	i	3.7	i	23	-1.2	73	0.2%
Nc1c(C(=O)Nc2ccc(Cl)c(C(=O)O)c2)sc2nc3c(cc12)CCCC3	0.8%	5%	24%	6%	.	i	2.6	i	64	0.4	66	-0.6%
COC(=O)[C@@H]1[C@H](CCc2ccccc2)NC(=O)N(Cc2ccccc2)[C@@H]1C	3.2%	-27%	6%	8%	.	i	0.9	i	32	-4.4	96	2.1%
CC(=O)Nc1cccc(OCC(=O)Nc2cccc(S(=O)(=O)N3CCCC3)c2)c1	.	.	.	7%	.	i	0.4	.	.	0.3	63	1.4%[50 µM]
CCCNC(=S)N1CCN(c2nc(-c3ccc(C)cc3)cs2)CC1	6.5%	-8%	10%	11%	.	i	0.6	i	72	3.0	66	0.3%
COc1ccc(OC)c(C(=O)CSc2nnc(Cc3cccs3)n2C)c1	1.1%	-4%	5%	9%	1.1	i	0.8	i	56	2.7	44	0.4%
O=C(CCCCCN1C(=O)c2cccc3cccc(c23)C1=O)NCCO	1.2%	-7%	5%	6%	1.1	i	0.8	i	8	-0.3	41	-0.3%
COc1cccc(/C=N/NC(=O)C[n+]2ccccc2)c1O	1.7%	4%	12%	8%	1.8	i	0.4	i	53	-0.4	30	-1.0%
COc1ccccc1CCNC(=O)C(=O)NCC1OCCCN1S(=O)(=O)c1cc(C)ccc1C (stereo not given)	2.1%	-5%	7%	12%	.	i	0.7	i	4	0.4	66	1.0%[50 µM]
CCCN1CCC(=O)N(CCSc2ccc(NC(C)=O)cc2)CC1	-0.2%	6%	0%	6%	.	i	1.0	i	49	-1.6	97	0.0%
O=C(CCC(=O)c1ccc(Oc2ccccc2)cc1)Nc1ccc(Cl)cc1Cl	2.9%	-12%	6%	-2%	1.1	i	6.4	i	46	1.4	37	3.0%
COC(=O)C1C(=O)C2=C(CC1C)NC(=O)CC2c1ccc(F)cc1 (stereo not given)	-1.8%	6%	2%	6%	1.1	i	0.6	i	54	0.0	49	0.2%
CCOC(=O)c1c(S(=O)(=O)NCC(=O)Nc2cccc(F)c2)c(C)n(C)c1C	1.7%	-4%	2%	-2%	.	i	0.0	i	44	4.7	50	0.3%
O=C(Nc1cccc(Cl)c1)c1cccnn1	0.4%	.	6%	5%	.	i	1.2	i	58	0.1	87	0.0%

# Shown with values under each structure: entries from further up
# Each structure is followed by: RSV CPE inhibition	Salmonella PhoP GFP	Large T inhibition	MgcRacGAP inhibition	TNAP activators	Myeloid diff MLP	Myeloid diff MLP GFP+ MAC1+ %	T cell HTS	T cell HTS vesicle-bound %	NTR1 ag	NTR1 ag cell count 20 µM	UTI89 phage lysis
> O=C(Nc1cccc(Cl)c1)c1cccnn1
→ 0.4%	.	6%	5%	.	i	1.2	i	58	0.1	87	0.0%
> CC(=O)Nc1cccc(OCC(=O)Nc2cccc(S(=O)(=O)N3CCCC3)c2)c1
→ .	.	.	7%	.	i	0.4	.	.	0.3	63	1.4%[50 µM]
> CCCN1CCC(=O)N(CCSc2ccc(NC(C)=O)cc2)CC1
→ -0.2%	6%	0%	6%	.	i	1.0	i	49	-1.6	97	0.0%

# More records
compound	RSV CPE inhibition	Salmonella PhoP GFP	Large T inhibition	MgcRacGAP inhibition	TNAP activators	Myeloid diff MLP	Myeloid diff MLP GFP+ MAC1+ %	T cell HTS	T cell HTS vesicle-bound %	NTR1 ag	NTR1 ag cell count 20 µM	UTI89 phage lysis
CCCCN1C(=O)C(NC(=O)C2CC2)(C(F)(F)F)C2=C1CC(C)(C)CC2=O (stereo not given)	0.4%	-2%	1%	-5%	1.1	i	1.5	i	18	3.6	72	-0.8%
Cc1onc(-c2ccccc2)c1C(=O)N1CCN(S(=O)(=O)c2ccc(Cl)cc2)CC1	4.2%	3%	24%	9%	.	i	0.3	i	22	0.3	39	-0.1%
COC(=O)/C(=C\Nc1ccc(OC)cc1)NC(=O)c1ccc(Cl)cc1Cl	3.7%	3%	9%	13%	1	i	1.3	i	56	-1.2	41	0.4%
O=c1[nH]c(CSc2nc3ccccc3[nH]2)nc2c1cnn2-c1ccccc1	-0.6%	-17%	7%	-2%	1.9	i	1.5	i	8	3.4	54	0.4%[50 µM]
N#Cc1ccc(C(=O)OCC(=O)Nc2ccc(N3CCOCC3)cc2)cc1	-1.2%	1%	-1%	9%	1	i	0.2	i	50	1.3	60	0.6%
Nc1nc(SCC(=O)Nc2cc(S(=O)(=O)N3CCOCC3)ccc2Cl)n[nH]1	0.5%	-5%	8%	2%	1.1	i	0.4	i	59	-1.0	52	0.1%
O=C(Nc1nccs1)c1cc(-c2ccccn2)nc2c(Cl)cccc12	3.3%	-5%	4%	3%	.	i	1.1	i	12	0.6	69	1.7%[50 µM]
CNC(=O)/C(C#N)=C\c1ccc(CNS(=O)(=O)c2ccccc2)o1	-0.3%	-5%	20%	9%	1.1	i	0.4	i	6	-0.3	34	2.4%
COc1ccc(OC)c(CC(=O)NC(c2ccccc2)c2ccccc2)c1	1.3%	-2%	5%	2%	.	i	0.4	i	25	-0.1	48	0.0%
Cc1ccc(-c2nnc(SCC#CCOC(=O)c3cccs3)o2)cc1	3.6%	-15%	12%	8%	1	i	1.0	i	45	2.6	101	-0.2%
Cc1noc(C)c1CSCC(=O)Nc1nc2ccc(S(C)(=O)=O)cc2s1	-1.5%	3%	17%	5%	.	i	0.9	i	26	-0.8	57	-1.5%
COc1ccc(-n2ncc(N(C)n3cccc3)c(Cl)c2=O)cc1	0.0%	-5%	8%	10%	1.1	i	0.8	i	27	-0.2	51	0.2%
COc1ccc(CNC(=O)COC(=O)CCC(=O)c2cccs2)cc1	-1.0%	0%	6%	8%	.	i	0.6	i	54	2.1	67	-0.1%
NC(=O)c1cc(Cc2ccccc2)sc1NC(=O)c1ccco1	-1.9%	-5%	10%	2%	1.2	i	6.0	i	14	4.0	63	8.2%
COc1ccccc1OC(=O)CCN1c2ccccc2Sc2ccccc21	12%	-13%	20%	28%	1	i	1.4	i	42	1.2	42	-5.4%
Cc1c(S(=O)(=O)Nc2ccc3c(c2)OCCO3)cnn1C	2.0%	-11%	4%	1%	1	i	0.3	i	55	0.5	48	-1.0%
CCCNC(=O)C1CCN(c2nc(C)cc(C)n2)CC1	1.4%	18%	-3%	8%	1.1	i	2.0	i	28	0.6	41	4.4%
COc1ccc(NC(=O)Nc2ccc(F)c(Cl)c2)cc1	?	0%	9%	3%	1	i	0.7	i	57	-0.3	91	-0.1%
